# Bioassay records: PubChem BioAssay, Sanford-Burnham Center for Chemical Genomics
# Jurkat NFkB inh: lowers PMA/ionomycin-induced NF-kB signal in Jurkat cells; inhibition, % at 4 µM; 0.53% of 330,000 active; PMA/ionomycin-induced NF-kB luciferase reporter, luminescence; in the data active = inhibition above about 50%
# Mdm2-MdmX inh: human Mdm2/MdmX binding inhibition. inhibition, % at 8 µM. SaOS-2 split-luciferase Mdm2/MdmX complementation, luminescence. 3% of 330,000 active. AID 485346. O15151+Q00987;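 active = inhibition of at least 50% at 8 µM in the primary screen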
# tim23-1 inh: tim23-1 yeast growth inhibition. S. cerevisiae tim23-1 growth, BacTiter-Glo luminescence, 24 h. inhibition, % at 20 µM. 1.3% of 330,000 active;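 active = growth inhibition of the mutant yeast at or above 50%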;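 note: temperature-sensitive mutant grown at 25 °C; plate controls were DMSO-treated mutant yeast for no effect and medium wells lacking yeast for full effect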
# 697 NFkB inh: lowers PMA/ionomycin-induced NF-kB signal in 697 B cells. inhibition, % at 4 µM. 0.33% of 330,000 active. 697 B-cell NF-kB luciferase reporter, 16 h; in the data active = inhibition above about 35%
# APJ antag: blocks the human apelin receptor APJ | 0.32% of 330,000 active | inhibition, % at 20 µM | P35414 | CHO-K1 APJ beta-arrestin complementation, luminescence | AID 2521;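 active = inhibition above about 40% at 20 µM, limit read from the data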;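 note: cells challenged with 10 nM apelin-13 agonist together with compound; plate controls were apelin-13 plus DMSO wells for no effect and DMSO wells lacking apelin-13 for full effect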
# Target sequence (P35414 whole entry, looked up): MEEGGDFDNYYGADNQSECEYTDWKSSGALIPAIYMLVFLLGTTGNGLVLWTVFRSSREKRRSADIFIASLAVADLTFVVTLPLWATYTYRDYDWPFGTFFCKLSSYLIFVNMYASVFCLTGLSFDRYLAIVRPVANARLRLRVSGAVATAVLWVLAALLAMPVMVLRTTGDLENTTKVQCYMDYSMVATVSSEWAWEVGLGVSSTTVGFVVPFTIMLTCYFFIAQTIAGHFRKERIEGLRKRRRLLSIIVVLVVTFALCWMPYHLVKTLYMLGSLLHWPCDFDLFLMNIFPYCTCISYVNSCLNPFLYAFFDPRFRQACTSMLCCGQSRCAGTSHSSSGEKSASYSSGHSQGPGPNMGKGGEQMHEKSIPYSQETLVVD
# UPR CHOP act: apoptotic UPR (CHOP) activation; activation, % at 10 µM; 0.34% of 330,000 active; CHO-CHOP luciferase reporter, luminescence; percent of tunicamycin response over DMSO baseline;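 active = at 10 µM dose, activation of 40% or more, normalized to positive control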;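 note: 100% = tunicamycin at 10 µg/mL and 0% = DMSO alone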
#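 Test system: CHO CHOP reporter cells. Input: 500 CHO-CHOP cells per well. Medium: F12 with 10% FBS. Technique: luciferase luminescence. Measure: percent activation relative to tunicamycin control. Dosing: 10 µM compound, 0.5% DMSO. Timing: 16-18 h cell attachment, then 6 h compound exposure, 37 °C.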
# APJ agonist: APJ receptor agonism; CHO-K1 APJ PathHunter beta-arrestin, luminescence; 0% DMSO wells, 100% apelin; activation, % at 20 µM; 0.11% of 330,000 active; AID 2520;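 active = activation more than six SD over the plate average, tested at 20 µM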;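 note: 0% = DMSO alone and 100% = apelin-13 at 10 nM; some results filed as inactive read as strong as hits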
#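 Material: CHO-K1 APJ beta-arrestin complementation cell line; Input: cell density 1000 per well; Incubation: compound stimulation 90 min at 25 °C, detection 60 min; Signal: luminescence from split beta-galactosidase complementation, Galacton Star/Emerald II substrate; Controls: DMSO-only wells as negative, 10 nM Apelin-13 as positive control.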
# UPR XBP1 act: activators of adaptive arm of unfolded protein response (XBP1). AID 463104. activation, % at 20 µM. CHO-XBP1 luciferase reporter, IRE1-XBP1 UPR activation, luminescence; percent of tunicamycin response, DMSO as zero. 0.33% of 330,000 active;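 active = versus positive control, 20 µM dose yields 30% or more activation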;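 note: 100% = tunicamycin at 10 µg/mL and 0% = DMSO only wells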
#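 incubation = overnight seeding at 37 °C, 6 h compound treatment at 37 °C | assay system = CHO-XBP1 cells stably carrying IRE1-XBP1-driven luciferase reporter | input = 1000 cells per well | detection = luciferase luminescence | dosing = single point, 20 µM final compound, 1% DMSO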
# * = called active by the depositor. Compounds as they come, and some 5% of all compounds hit somewhere here.
mol,Jurkat NFkB inh,Mdm2-MdmX inh,tim23-1 inh,697 NFkB inh,APJ antag,UPR CHOP act,APJ agonist,UPR XBP1 act
Cc1ccc(NC(=O)CCC(=O)N/N=C/c2cccnc2)cc1,2,5,12,12,-5,0.5,-4,1
COc1ccc(CNC(=O)N2CCN(c3ccccc3OC)CC2)cc1,-15,9,13,10,5,-0.5,-2,-2
CCn1c(=O)n(CC)c2cc(N3CCCC3)c(NC(=O)c3c(F)cccc3F)cc21,-2,9,30,-5,14,1.7,0,4
CCCCCC(=O)Nc1cccc(C2=NOC3(C2)C[C@H](C(N)=O)N(C(=O)COc2ccc(Cl)cc2)C3)c1 (some centres undefined),19,35,14,15,38,2.3,-3,0
CCOC(=O)c1cnc(SCC(=O)Nc2ccccc2C(=O)OC)nc1N,-3,12,8,-10,6,0.5,6,3
Cc1ccc(C(=O)N/C(=C\c2cccnc2)c2nc3ccccc3[nH]2)cc1,14,2,-5,6,7,-1.1,-1,-1
CC(NS(C)(=O)=O)C(c1cccs1)N1CCN(C)CC1 (centres undefined),-17,5,-4,-11,1,-0.8,-3,1
CCN(CC)c1ccc(/C=N/NC(=S)NC)c(O)c1,-40,22,28,-19,-23,7.6,-2,1
CC(=O)N1CCN(C(=O)c2ccc(Oc3ccccc3)cc2)CC1,-1,24,0,14,5,-0.2,-3,-2
Cc1ccc(NCCC(=O)c2cccs2)cc1C,-180,-3,24,-124,-4,5.4,-1,0
Cc1cc(C)nc(NS(=O)(=O)c2ccc(NC(=O)c3ccc(S(=O)(=O)N4CC(C)OC(C)C4)cc3)cc2)n1 (centres undefined),-4,2,5,19,4,-1.8,-2,4
Cc1ccc(NC(=O)C2CC2)cc1S(=O)(=O)N1CCOCC1,-4,-3,2,-5,2,1.4,-3,0
CC(C)c1ccc(O)c(NC(=S)NC(=O)CCc2ccccc2)c1,-10,13,4,-3,-23,-0.1,5,-1
CC1(C)CC(=O)C(/C=N/c2ccccn2)=C(O)C1,8,14,17,0,-30,-1.3,-2,1
COc1ccc(S(=O)(=O)N2CCOCC2)cc1NC(=O)c1ccc(OCC(C)C)c(OC)c1,3,38,7,26,-13,-2.2,-4,-3
CN(CC(=O)Nc1ccccc1Cl)C(=O)c1cccc(-n2cccc2)c1,8,15,10,3,-51,-0.5,-3,0
CCOC(=O)C1(Cc2cccc(F)c2)CCN(Cc2ccon2)CC1,-13,-16,26,-2,-2,-0.5,-2,-3
Cc1ccc(NS(=O)(=O)c2ccc(NC(=O)[C@@H]3CCCC[C@@H]3C(=O)O)cc2)c(C)c1,-13,22,25,-25,4,-0.9,1,-1
CCOc1ccc(NC(=O)COn2nnc3ccc(S(=O)(=O)N4CCOCC4)cc32)cc1,25,21,14,0,17,-1.5,-3,4
COc1cccc(N2C(=O)C3ON(c4ccccc4)C(c4cccs4)C3C2=O)c1 (centres undefined),5,-9,12,2,-54,1.7,-2,-3

# Entries listed so far containing fluorine (two):
mol,Jurkat NFkB inh,Mdm2-MdmX inh,tim23-1 inh,697 NFkB inh,APJ antag,UPR CHOP act,APJ agonist,UPR XBP1 act
CCn1c(=O)n(CC)c2cc(N3CCCC3)c(NC(=O)c3c(F)cccc3F)cc21,-2,9,30,-5,14,1.7,0,4
CCOC(=O)C1(Cc2cccc(F)c2)CCN(Cc2ccon2)CC1,-13,-16,26,-2,-2,-0.5,-2,-3

# (list continues)
mol,Jurkat NFkB inh,Mdm2-MdmX inh,tim23-1 inh,697 NFkB inh,APJ antag,UPR CHOP act,APJ agonist,UPR XBP1 act
CC1CN(CC(O)COC(c2ccc(Cl)cc2)c2ccc(Cl)cc2)CC(C)O1 (centres undefined),-1,0,35,10,13,-0.5,-2,-8
O=C(O)c1cc2c(cc1NC(=O)c1ccccc1C(F)(F)F)OCCCO2,-4,28,4,7,17,0.2,-1,-2
Cc1ccc(NS(=O)(=O)c2ccc(CCC(=O)NCc3cccnc3)cc2)cc1,-13,24,-7,13,-10,0.2,0,-3
Cc1ccc(NC(=O)[C@@H](NC(=O)c2cccc(S(=O)(=O)N3CCOCC3)c2)C(C)C)cc1C,0,20,2,-16,-1,0.5,-3,-1
Cn1c(CO)nc2c3ccccc3ccc21,-16,15,7,-15,6,1.4,0,1
O=C(NCCN1CCN(C(=O)c2ccccc2Cl)CC1)C(=O)NCc1ccccc1,-1,-10,2,13,0,-1.4,-3,-2
COC(=O)c1ccccc1NC(=O)c1ccc2c(c1)OCCCO2,-24,11,27,-88,2,1.7,-3,0
O=[N+]([O-])c1ccccc1/C=N/Nc1nnc(-c2ccccc2)c(-c2ccccc2)n1,8,-7,6,30,13,5.1,-2,1
Cc1ccn(C(=O)c2ccc(NC(=O)CC(C)C)cc2)n1,-7,-11,13,-14,-10,0.6,-2,-1
CCc1ccc(-c2nc(CS(=O)CC(=O)O)c(C)o2)cc1 (centres undefined),-8,-9,18,-35,-1,1.1,-3,-4
CCOC(=O)C1CCN(C(=O)C2CCN(S(=O)(=O)c3ccc4c(c3)CC(C)N4C(C)=O)CC2)CC1 (centres undefined),9,19,-4,9,12,-2.4,-5,-4
CN(CCO)c1cc(NCCCN2CCC(Cc3ccccc3)CC2)c2nonc2c1[N+](=O)[O-],4,40,0,6,17,1.3,0,-1
Cc1cc(C(F)(F)F)c2c(N)c(C(=O)Nc3cc(C)on3)sc2n1,-57,-12,-26,-25,-5,2.6,-1,3
CCOC(=O)C1(C)C=C(Nc2ccc(O)cc2)C(=O)N1c1ccc(O)cc1 (centres undefined),1,-1,11,15,-14,-2.5,0,-2
O=C(Oc1ccc(/C=N/NC(=O)c2ccccn2)cc1)c1cccc(F)c1,-48,-8,11,-79,-6,0.4,1,0
CC(=O)c1cnc(-c2ccccc2)s1,5,7,13,2,-12,2.4,-2,3
COc1cccc(CC2(CO)CCN(S(=O)(=O)c3ccc(OC)cc3OC)CC2)c1,4,6,10,2,-22,0.4,-2,-7
CCC1CCCCN1C(=O)CSc1nnc(-c2ccc(OC)cc2)o1 (centres undefined),-11,-9,26,-16,-31,-3.1,-4,-1
CCCNC(=O)C(Cc1ccc(I)cc1)NC(=O)c1ccc2ccccc2n1 (centres undefined),2,1,40,0,12,2.3,-2,0
Cc1cc(N2CCc3ccccc32)n2ncnc2n1,12,17,5,4,-7,1.0,-4,2

# Further records follow.
mol,Jurkat NFkB inh,Mdm2-MdmX inh,tim23-1 inh,697 NFkB inh,APJ antag,UPR CHOP act,APJ agonist,UPR XBP1 act
COc1cc(NS(=O)(=O)c2ccc(N=Cc3c(C)[nH]n(-c4ccccc4)c3=O)cc2)nc(OC)n1,10,-5,9,14,10,-1.9,-1,2
Cn1cccc1C(=O)N1CCc2ccccc2C1,6,-4,3,-7,6,2.7,-2,5
CCN(CC)S(=O)(=O)c1ccc(OC)c(NS(=O)(=O)c2cccc(C(=O)O)c2)c1,-1,-15,17,3,-4,-1.1,-1,0
COCCN(C(=O)Cn1c(C(F)(F)F)nc2ccccc21)c1c(N)n(Cc2ccccc2)c(=O)[nH]c1=O,2,13,16,12,-28,0.0,-6,-5
Cc1cc(C)n(CC(O)COc2ccc(Cl)cc2Cl)n1 (centres undefined),-13,10,35,-20,-1,0.9,0,2
O=C(COC(=O)C(Cc1ccccc1)NC(=O)c1cccs1)NCc1ccccc1 (centres undefined),-10,-15,7,3,-18,-1.0,-3,0
CC1CCN(C(=O)c2ccc(Br)c(S(=O)(=O)N3CCOCC3)c2)CC1,-31,7,18,-4,-7,-2.8,0,0
CC(C)(C)c1ccc(C(CC(=O)O)NC(=O)Cc2ccccc2)cc1 (centres undefined),14,30,-6,-7,18,2.0,-3,-5
O=C(NCc1ccccn1)C1CCN(Cc2cnn(-c3ccccc3)c2-n2cccc2)CC1,2,-16,-6,-24,-4,-1.5,-4,1
c1ccc(-c2csc3nnc(SCc4ccc5c(c4)OCCO5)n23)cc1,3,10,40,15,10,4.3,-6,2
Nn1c(SCC(=O)NC(=O)NCc2ccco2)nnc1-c1ccc(OC(F)F)cc1,-15,13,-24,-22,-2,1.1,-3,-3
Cn1cnnc1SCC(=O)NNC(=O)c1ccc(Cl)cc1,3,4,0,9,0,1.4,-3,-1
O=C(CSc1n[nH]c(-c2ccncc2)n1)Nc1ccc(Cl)cc1,5,4,-12,19,-4,-0.6,-2,-1
C=CCn1c(O)c(N=NC(=S)Nc2cccc(OC)c2)c2ccccc21,-3,58*,34,-8,-3,18,5,3
CC(=O)c1ccc(NC(=O)NNS(=O)(=O)c2ccc(F)cc2)cc1,7,-15,0,7,0,2.5,-1,-6
CCSc1ccc(C(=O)NCC(=O)O)cc1,-2,-12,3,-14,-2,-0.6,2,3
CC(=O)N1CCOCCOCCN(C(C)=O)CCOCCOCC1,10,5,-8,-5,-3,-0.1,-2,0
CCOc1ccc(N2C(=O)C3C(c4ccc(OC)cc4OC)NC(CCSC)(C(=O)OC)C3C2=O)cc1 (centres undefined),-4,19,16,1,-7,-1.8,-5,-5
CCN(CC)C(=S)NC(=O)c1cccnc1,1,13,1,11,3,0.0,-1,-2
O=C(NCCCn1ccnc1)C1CCCN(S(=O)(=O)c2ccc(F)cc2)C1 (centres undefined),-15,-13,10,-4,3,0.1,2,1

# Full records, quoted from the list.
# `Cc1ccc(C(=O)N/C(=C\c2cccnc2)c2nc3ccccc3[nH]2)cc1` reads Jurkat NFkB inh = 14; Mdm2-MdmX inh = 2; tim23-1 inh = -5; 697 NFkB inh = 6; APJ antag = 7; UPR CHOP act = -1.1; APJ agonist = -1; UPR XBP1 act = -1
# `CC(C)c1ccc(O)c(NC(=S)NC(=O)CCc2ccccc2)c1` reads Jurkat NFkB inh = -10; Mdm2-MdmX inh = 13; tim23-1 inh = 4; 697 NFkB inh = -3; APJ antag = -23; UPR CHOP act = -0.1; APJ agonist = 5; UPR XBP1 act = -1

# (next part)
mol,Jurkat NFkB inh,Mdm2-MdmX inh,tim23-1 inh,697 NFkB inh,APJ antag,UPR CHOP act,APJ agonist,UPR XBP1 act
Cc1cc(NC(=O)CN2C(=O)NC(CC(C)C)C2=O)ccc1Br (centres undefined),-2,11,5,11,5,-1.2,0,0
Cc1ccc(Nc2nnc(C(C)(C)C)c(=O)n2N)cc1,-13,13,-3,21,-5,2.1,0,0
COc1ccccc1NC(=O)c1ccc(NC(=O)COC(=O)C2CC2C)cc1 (centres undefined),-24,28,8,4,-3,-0.1,-3,-2
Cc1ccc(S(=O)(=O)N(CC(=O)N2CCOCC2)c2ccc(C(C)C)cc2)cc1,12,2,17,-15,13,-0.3,-1,-1
Cc1cc(C)n(-c2nc3ccccc3nc2N2CCN(S(=O)(=O)c3cccc(C#N)c3)CC2)n1,3,-18,30,0,-3,-0.9,-1,1
COCC1CCN(Cc2cn[nH]c2-c2cc3ccccc3o2)C1 (centres undefined),-2,-9,10,9,14,-1.7,0,0
COc1ccc(Nc2nnc(SCC(=O)NC(=O)Nc3ccc4c(c3)OCCO4)s2)cc1,-20,62*,-28,2,-35,-1.6,-6,2
O=C1CNC(=O)/C1=C\N1CCN(C(c2ccccc2)c2ccccc2)CC1,-7,41,9,11,2,-0.3,3,-1
Cc1cc(C)n2cc(COc3ccc4ccccc4c3)nc2n1,-106,-218,14,-182,10,4.0,-11,0
O=C1Nc2ccccc2C1=Nc1cccc([N+](=O)[O-])c1,-10,7,6,6,4,-0.3,-4,1
CCC(O)c1cc2c(cc1NC(=O)c1cccs1)OCCO2 (centres undefined),-14,-2,8,8,-6,-0.7,1,-3
CCOC(=O)CNC(=O)CSc1nnc(COc2ccc(Cl)cc2)n1CC,3,16,17,-6,4,-0.2,-2,-2
CCCC(=O)OCCNC(=O)c1cc2ccccc2oc1=O,-4,-7,1,22,-1,0.0,-1,1
c1ccc(C2=Nn3c(Cn4nnc5ccccc54)nnc3SC2)cc1,-6,-14,9,-29,-2,-0.1,0,4
